# HDAC3 inhib = blocks human histone deacetylase 3; O15379; recombinant HDAC3, fluorogenic peptide/trypsin coupled, fluorescence; inhibition, % at 8.3 µM; 320,000 compounds, 0.15% hits; AID 2718; in the data active = inhibition above about 26%, passing the limit was not always enough
# Target sequence (O15379 whole entry, looked up): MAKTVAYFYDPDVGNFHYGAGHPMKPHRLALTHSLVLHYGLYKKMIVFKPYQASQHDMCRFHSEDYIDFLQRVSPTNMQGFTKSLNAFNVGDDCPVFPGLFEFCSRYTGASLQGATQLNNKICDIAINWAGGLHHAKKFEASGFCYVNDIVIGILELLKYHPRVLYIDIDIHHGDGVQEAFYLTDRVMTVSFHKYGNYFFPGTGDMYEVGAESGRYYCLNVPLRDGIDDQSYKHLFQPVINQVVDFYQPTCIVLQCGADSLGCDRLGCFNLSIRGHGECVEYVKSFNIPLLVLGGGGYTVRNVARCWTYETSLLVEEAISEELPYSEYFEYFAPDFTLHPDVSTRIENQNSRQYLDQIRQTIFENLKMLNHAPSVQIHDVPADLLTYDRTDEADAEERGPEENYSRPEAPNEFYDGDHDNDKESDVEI
# Dyrk1A ADPGlo = Dyrk1A (rat) kinase inhibition | Q63470 | ADP-Glo luminescence, NFATc1 peptide | inhibition, % at 12.5 µM | 310,000 compounds, 0.43% hits | AID 504441; in the data active = inhibition above about 50%;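 also: plate controls were vehicle with enzyme for no effect and no enzyme for full effect; many of its hits are not listed in these tables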
# PolyA inhibitor = blocks polyadenylation in yeast reporter cells. S. cerevisiae SKY197-pL101 polyadenylation reporter, beta-gal luminescence; efflux-impaired pdr1/pdr3 knockout yeast; score 100 = 6 SD above DMSO. calls only at 12 µM. 300,000 compounds, 0.02% hits;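 active = lowest replicate activity score at least 50, where 100 means six control SD above control mean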;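 also: yeast exposed to compound for 9 h at 30 °C; higher score means more reporter readthrough which indicates perturbed polyadenylation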
# GSK3beta inhib = human GSK3beta kinase inhibition | AID 2097 | activity score (negative = inhibition), % at 10 µM | GST-GSK3beta kinase, ADP-Glo luminescence, 60 min; stronger effect = lower value | P49841 | 300,000 compounds, 0.038% hits;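 active = more than half of replicate wells score below -50%, meaning over 50% inhibition versus plate controls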;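 also: 0% = median DMSO wells and -100% = median GW8510 positive control wells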
# Target sequence (P49841 whole entry, looked up): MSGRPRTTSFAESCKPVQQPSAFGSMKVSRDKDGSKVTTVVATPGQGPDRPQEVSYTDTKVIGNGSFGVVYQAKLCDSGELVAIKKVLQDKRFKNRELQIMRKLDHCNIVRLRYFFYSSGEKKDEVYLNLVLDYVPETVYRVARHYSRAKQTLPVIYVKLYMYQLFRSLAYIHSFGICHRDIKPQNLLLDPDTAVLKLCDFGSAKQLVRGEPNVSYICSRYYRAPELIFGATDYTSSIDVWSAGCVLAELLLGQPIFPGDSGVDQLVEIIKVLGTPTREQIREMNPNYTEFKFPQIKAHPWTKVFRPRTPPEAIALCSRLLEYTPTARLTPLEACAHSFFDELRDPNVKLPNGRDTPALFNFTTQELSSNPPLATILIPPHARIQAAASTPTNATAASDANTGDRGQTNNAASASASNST
#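 Assay system: GST-tagged human GSK3beta kinase, cell-free; Input: 1.6 ng GSK3beta; Medium: Tris/MgCl2 kinase buffer; Timing: 60 min enzyme reaction, room temperature; Signal: ADP-Glo luminescence quantifying ADP generated by kinase; Evaluation: score relative to plate controls; Benchmarks: DMSO neutral wells and GW8510 at 20 µM as positive.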
# HSF-1 act = increases HSF-1 driven luciferase reporter signal; NIH3T3-HGL HSF-1 luciferase reporter, MG132, 8 h; 100% = twice DMSO control signal; activation, % at 9 µM; 300,000 compounds, 1.7% hits;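 active = mean replicate activation of at least 50% with a set share of replicates each reaching 50%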;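 also: 0% = median of the neutral control wells and 100% = twice that signal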
# HSP90 inh = inhibitors of HSP90 luciferase refolding in rabbit reticulocyte lysate; inhibition, % at 5.6 µM; 290,000 compounds, 0.91% hits; luciferase refolding luminescence, 3 h;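 active = inhibition above the screen-wide mean plus 3 SD, computed separately per campaign, cut at about 16% in these data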;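 also: 0% = DMSO wells and 100% = 60 µM geldanamycin wells; inhibitors lower the luminescence because luciferase stays unfolded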
# AI-2 QS modul = Vibrio harveyi AI-2 quorum sensing modulation | Vibrio harveyi JMH597 AI-2 luminescence/OD600 ratio, 9 h; stronger effect = lower value; strain lacks LuxN and CqsS sensors; 0 = neutral-control median | activity change, % at 7.5 µM | 300,000 compounds, 0.4% hits | AID 2094; in the data active = activity change below about -75%, passing the limit was not always enough;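 also: luminescence divided by OD600 gain over 9 h not by final OD600 alone; inactives centre near 13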
# Platelet DG rel = platelet dense granule release activity; human platelet-rich plasma, SFLLRN dense granule ATP release, luminescence; inhibition, %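 (compounds screened at 7.5 µM in platelet-rich plasma)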; 300,000 compounds, 0.22% hits; AID 1663;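 active = mean replicate score, as percent of positive control, at or above 50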
# HSF1 inhib = HSF1 inhibition | NIH3T3-HGL HSE-luciferase, MG132-induced, luminescence 8 h; stronger effect = lower value | activity change, negative = inhibition, % at 7.5 µM (by protocol) | 300,000 compounds, 0.77% hits | AID 2098;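 active = more than half of replicate wells show activity change below -50%, luminescence cut by over half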;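 also: luciferase reports HSF-1 transcriptional activity via heat shock element; 0% = median of DMSO wells and -100% = zero luminescence signal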
# GSK3A inh = inhibitors of human GSK-3 alpha kinase | ADP-Glo luminescence, 60 min | 320,000 compounds, 0.1% hits | P49840 | inhibition, % at 10 µM;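 in the data active = inhibition above about 50%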;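 also: GST-tagged GSK-3 alpha with peptide substrate and 25 µM ATP; 0% = DMSO neutral wells and 100% = GW8510 positive control wells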
# Starred values were filed as active, the others as inactive; i = inactive; . = no result given. A portion of the library; the hit share may differ from the screen's.
SMILES,HDAC3 inhib,Dyrk1A ADPGlo,PolyA inhibitor,GSK3beta inhib,HSF-1 act,HSP90 inh,AI-2 QS modul,Platelet DG rel,HSF1 inhib,GSK3A inh
CC(C)COC(=O)n1c(SCC(N)=O)nc2ccccc21,-10,10,i,3,-2,1,24,-1,-5,-2
O=C(Nc1cc([N+](=O)[O-])ccc1Cl)c1cccnc1,3,6,i,0,4,0,2,-1,3,-1
O=[N+]([O-])c1cccc(-c2nn(-c3ccccc3)cc2CO)c1,2,9,i,-2,1,2,8,4,8,2
Cc1nc(SCC(=O)Nc2ccc(N3CCOCC3)cc2)nc(C)c1C,-2,0,i,2,9,4,17,12,6,-2
CCOc1ccc(C(=O)Nc2ccc(C(F)(F)F)n(C)c2=O)cc1,-3,4,i,-4,1,3,-9,-5,-5,1
COc1ccc(NC(=O)NNC(=O)C(C)Oc2ccc3ccccc3c2)cc1 (stereo not given),-3,-1,i,2,-2,2,13,-8,-12,0
CN(C)CCCOC(=O)Cc1ccc(Cl)cc1,-9,4,i,3,3,0,-14,-1,-11,-3
CSCCC(NC(=O)c1ccc(Cl)cc1)C(=O)OCC(=O)Nc1ccc(C#N)cc1 (stereo not given),-4,-4,i,0,-41,1,7,25,-28,-1
COc1ccc(C(=O)N2CC(=O)Nc3ccccc32)cc1S(=O)(=O)N1CCOCC1,.,-15,i,1,-5,-4,23,2,-5,.
CC1(C)CC2CC(C)(CN2CC(=O)C(C#N)c2ccccc2)C1 (stereo not given),-3,0,i,-2,8,-1,23,6,3,-4
CCC1CN(S(=O)(=O)c2cc(-c3cc(C)no3)ccc2OC)c2cc(C)ccc2O1 (stereo not given),6,0,i,-4,-3,6,36,-7,10,-7
CN(C)C(=O)Cn1c(SCC(=O)NC2CCCCC2)nc2ccccc21,-11,1,i,4,8,0,5,6,-1,-3
CC(=O)Nc1ccc(S(=O)(=O)N(C)c2nc3ccccc3nc2Cl)cc1,2,15,i,-1,-7,-1,21,1,1,4
COCCN1C=C2C(=O)C(C)(OC(=O)CCC(=O)OC)C(=O)C(Br)=C2C=C1c1ccc(OC)cc1 (stereo not given),5,12,i,0,-31,.,34,0,-18,-2
O=C(NC1CCCCC1)C(c1ccc(F)cc1)N(Cc1ccco1)C(=O)CN1C(=O)c2ccccc2S1(=O)=O (stereo not given),2,-1,i,-2,31,2,5,-7,9,-1
CN(C)C(CNc1ccc(C(N)=O)cc1[N+](=O)[O-])c1ccccc1 (stereo not given),2,-1,i,2,7,-1,-3,-2,-4,0
CN(Cc1ccco1)S(=O)(=O)c1nnc(NC(=O)c2ccccc2Cl)s1,14,-3,i,0,9,-6,17,13,3,-5
C=CCNc1nc(Nc2ccc([N+](=O)[O-])cc2)nc(OC)n1,1,-12,i,2,6,-4,17,2,9,.
O=C(NC(=O)c1ccccc1)Nc1ccc(Cl)cn1,.,-2,i,4,-3,12,17,-2,1,0
Cc1ncc(S(=O)(=O)c2ccccc2)c(-c2ccccc2)n1,-4,2,i,1,-15,6,12,-54,0,-2
CCOc1ccc(S(=O)(=O)N2CCN(S(=O)(=O)c3ccc(OCC)cc3)C(C)C2)cc1 (stereo not given),0,5,i,3,-12,1,18,4,3,-3
O=C(NCCOc1ccccc1)C1CCC(=O)N(CCN2CCOCC2)C1 (stereo not given),-2,.,i,-5,5,-2,0,-4,-7,0
Cc1cc(=O)oc2cc(OCC(O)Cn3ccnc3)ccc12 (stereo not given),-12,10,i,3,3,5,5,0,1,1
Cc1cc(C)nc(N2CCC(C(=O)Nc3ccc4c(c3)OCCO4)CC2)n1,0,2,i,-1,-7,1,35,0,-3,0
O=C(O)c1ccc(NC(=O)c2cccc(S(=O)(=O)Nc3ccc(C(=O)O)cc3)c2)cc1,3,2,i,-2,15,2,13,15,-4,2

# Full records, quoted from the list. Order of screens: HDAC3 inhib, Dyrk1A ADPGlo, PolyA inhibitor, GSK3beta inhib, HSF-1 act, HSP90 inh, AI-2 QS modul, Platelet DG rel, HSF1 inhib, GSK3A inh
# Entry for CSCCC(NC(=O)c1ccc(Cl)cc1)C(=O)OCC(=O)Nc1ccc(C#N)cc1 (stereo not given) = -4, -4, i, 0, -41, 1, 7, 25, -28, -1
# Entry for O=C(NCCOc1ccccc1)C1CCC(=O)N(CCN2CCOCC2)C1 (stereo not given) = -2, ., i, -5, 5, -2, 0, -4, -7, 0
# Entry for CN(Cc1ccco1)S(=O)(=O)c1nnc(NC(=O)c2ccccc2Cl)s1 = 14, -3, i, 0, 9, -6, 17, 13, 3, -5
# Entry for O=C(NC(=O)c1ccccc1)Nc1ccc(Cl)cn1 = ., -2, i, 4, -3, 12, 17, -2, 1, 0
# Entry for COc1ccc(C(=O)N2CC(=O)Nc3ccccc32)cc1S(=O)(=O)N1CCOCC1 = ., -15, i, 1, -5, -4, 23, 2, -5, .

# Three entries out of the list above, sorted by the value under GSK3A inh, rising.
SMILES,HDAC3 inhib,Dyrk1A ADPGlo,PolyA inhibitor,GSK3beta inhib,HSF-1 act,HSP90 inh,AI-2 QS modul,Platelet DG rel,HSF1 inhib,GSK3A inh
CCC1CN(S(=O)(=O)c2cc(-c3cc(C)no3)ccc2OC)c2cc(C)ccc2O1 (stereo not given),6,0,i,-4,-3,6,36,-7,10,-7
CSCCC(NC(=O)c1ccc(Cl)cc1)C(=O)OCC(=O)Nc1ccc(C#N)cc1 (stereo not given),-4,-4,i,0,-41,1,7,25,-28,-1
O=C(NC(=O)c1ccccc1)Nc1ccc(Cl)cn1,.,-2,i,4,-3,12,17,-2,1,0

# Continued.
SMILES,HDAC3 inhib,Dyrk1A ADPGlo,PolyA inhibitor,GSK3beta inhib,HSF-1 act,HSP90 inh,AI-2 QS modul,Platelet DG rel,HSF1 inhib,GSK3A inh
Cc1cc(NC(=O)Nc2ccc(Cl)c(Cl)c2)n(-c2ccccc2)n1,9,23,i,-1,25,1,25,4,11,-6
C=CCNC(=S)N1CCc2[nH]c3ccccc3c2C1,-9,.,i,3,0,-2,16,-12,-1,2
O=C(NCCCn1ccnc1)c1ccc2c(c1)OCCO2,-2,-2,i,0,-2,-1,5,-4,-6,0
O=C(Nc1ccc2ccccc2c1)c1cnccn1,3,19,i,-13,19,10,22,11,-3,1
Cc1ccc(Cc2ccc(C(=O)NNC(N)=S)o2)cc1,3,-5,i,1,6,-1,11,-1,-5,-8
Cc1ccc(S(=O)(=O)/N=C(/Nc2ccc3[nH]c(=O)[nH]c3c2)c2ccc(F)cc2)cc1,8,-2,i,2,3,5,28,7,-2,.
COC(=O)CSc1nc(NC#N)nc(NC(C)(C)C)n1,-11,8,i,0,.,1,14,1,.,-3
CC1CC(C)(C)NC(=S)N1CCC(=O)N1c2ccccc2CC1C (stereo not given),-9,-5,i,1,4,2,5,-17,1,-2
CC(/C=C1\SC(=S)N(NC(=O)c2cccc(O)c2)C1=O)=C\c1ccccc1,3,3,i,1,5,0,35,3,4,-2
Fc1ccccc1Cn1cnc(NC(=S)NCCc2ccccc2)n1,9,.,i,-1,13,-4,6,-8,8,-2
COc1ccc(S(=O)(=O)N2c3cc(C)ccc3OCC2C(C)(C)C)cc1 (stereo not given),2,0,i,2,-9,3,12,11,-7,0
COc1cccc(/C=C2\SC(=S)N(CCCC(=O)NC3=NCCS3)C2=O)c1,1,-9,i,0,-21,4,2,-5,-9,-1
O=C(NCCCN1CCCC1)c1ccc2c(c1)N(Cc1ccccc1F)C(=O)c1ccccc1S2(=O)=O,.,1,i,0,-15,2,-1,-6,2,.
O=C(CC1Sc2ccccc2NC1=O)OCC(=O)N1CCc2ccccc21 (stereo not given),-2,-4,i,5,33,2,4,-2,1,2
Cc1ccc(S(=O)(=O)N(C)CC(=O)N/N=C/c2ccc(C)o2)cc1,3,16,i,-1,10,-1,3,4,-5,7
COc1ccccc1C(=O)C1CCCN(C(=O)c2ccccn2)C1 (stereo not given),3,-1,i,1,8,-3,21,4,8,-3
COc1ccnc(Oc2ccc(F)cc2)c1C(=O)N/C=N/OCc1cccc(F)c1,4,-3,i,-2,-2,0,-8,0,12,-6
Cc1nc2ccc(S(=O)(=O)NC(C(=O)N3CCC(C)CC3)C(C)C)cc2s1 (stereo not given),3,-13,i,5,0,-3,9,4,-2,-2
COc1ccc(OCc2n[nH]c(=S)n2N)cc1,0,0,i,0,-2,-2,20,-4,2,-1
O=C(NN=C1CCCC1)c1ccn[nH]1,-3,-1,i,5,13,-6,11,-2,5,4
CC(C)(C)c1ccc(OC(=O)N2CCOCC2)cc1,-4,-3,i,2,31,-4,20,-3,26,-5
CCN(Cc1ccccc1)S(=O)(=O)c1cn(C)cn1,0,-4,i,0,-49,1,-4,3,-34,-2
C=CCn1c2ccccc2c2nnc(SCC(=O)Nc3cc(C)on3)nc21,5,0,i,-1,-18,1,-1,10,8,-2
O=C(Nc1ccc(Cl)cc1)C1CCCN(c2ncnc3c2nc2n3CCCCC2)C1 (stereo not given),3,-3,i,-1,5,-5,15,16,-1,0
Cc1cc(C)c(S(=O)(=O)O)c(C)n1,1,1,i,0,16,-1,13,-1,1,11
# (further entries)
SMILES,HDAC3 inhib,Dyrk1A ADPGlo,PolyA inhibitor,GSK3beta inhib,HSF-1 act,HSP90 inh,AI-2 QS modul,Platelet DG rel,HSF1 inhib,GSK3A inh
Cn1nnnc1SCC(=O)Nc1ccccc1C(N)=O,0,1,i,4,2,2,0,-9,4,2
Cc1c(NC(=O)c2cccnc2Cl)c(=O)n(-c2ccccc2)n1C,-5,.,i,0,-19,-3,0,-2,-1,-2
N#C/C(=C\Nc1ccccc1SC(F)(F)F)c1nc(-c2ccccc2)cs1,3,-4,i,0,5,0,19,-2,1,-3
C=CCN1CCN(C(=O)CCCc2ccccc2)CC1,-5,.,i,3,-53,40*,15,-1,-45,-2
O=C(CSc1nnc(-c2cccnc2)n1CCc1ccccc1)NCc1ccccc1,-10,-2,i,3,26,2,8,0,3,1
COc1ccc(-c2noc(CCC(=O)NCc3ccco3)n2)cc1,14,0,i,2,.,-1,21,.,.,-1
CCOC(=O)N1CCN(S(=O)(=O)c2c(C(=O)N3CCCCC3)c(C)n(C)c2C)CC1,-2,2,i,2,-4,-1,9,-16,-10,4
CC(C)c1csc(CN2CCN(Cc3ccc(F)c(F)c3)C(CCO)C2)n1 (stereo not given),-11,.,i,1,2,4,18,-8,10,-1

# Random excerpt: 3 records from the list.
SMILES,HDAC3 inhib,Dyrk1A ADPGlo,PolyA inhibitor,GSK3beta inhib,HSF-1 act,HSP90 inh,AI-2 QS modul,Platelet DG rel,HSF1 inhib,GSK3A inh
Cn1nnnc1SCC(=O)Nc1ccccc1C(N)=O,0,1,i,4,2,2,0,-9,4,2
COc1ccc(-c2noc(CCC(=O)NCc3ccco3)n2)cc1,14,0,i,2,.,-1,21,.,.,-1
CC(C)c1csc(CN2CCN(Cc3ccc(F)c(F)c3)C(CCO)C2)n1 (stereo not given),-11,.,i,1,2,4,18,-8,10,-1

# Source: PubChem BioAssay
